Eya2 inh = inhibitors of human Eya2 phosphatase activity; O00167; recombinant Eya2, OMFP fluorescence dephosphorylation (OMFP is methylfluorescein phosphate); Potency, µM (series often up to 76.9 µM), for inactives: at the highest dose activity, negative = inhibition, usual class: inhibitors; 330,000 compounds, 0.006% hits; AID 488837; also: potency is read from the fitted curve at half-maximal effect; % is scaled to controls: 0 for no effect and ±100 for the full control effect
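Eya2 (0.2 uM) preincubated 10 min at ambient with compound, then OMFP substrate added at 50 uM; 10 min reaction in 50 mM HEPES pH 7.5, 50 mM NaCl, 5 uM MgCl2, 0.05% BSA, 1 mM DTT. Fluorescence read at Ex 485/Em 525 nm.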
ELG1 repair inh = ELG1-dependent DNA repair inhibition. Potency, µM (highest dose often 46.1 µM), for the others: top-dose activity change, negative = inhibition, actives largely listed as inhibitors. 330,000 compounds, 2.3% hits. HEK293T ELG1-luciferase reporter, luminescence, 16 h; DNA damage induced by 5-fluorouridine. AID 504467; also: potency is read from the fitted curve at half-maximal effect; % is scaled to controls: 0 for no effect and ±100 for the full control effect; nearly all actives have a fitted effect of over 55% in size
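In this reporter screen, reduction of luminescence relative to DMSO vehicle indicated activity. Compounds and 5-fluorouridine were added together to 2,000 cells per well, incubated for 16 hr at 37 °C, then developed with ONE-Glo.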
TCR act = T cell receptor activation; primary human leukocytes, anti-CD3, IL-2 HTRF, 48 h; Potency, µM (series often up to 9.22 µM), without a hit: at the top dose activation of IL-2 secretion, most hits filed as activators; 330,000 tested, under 10 active; AID 504894; also: % of control where 0% means no effect
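IL-2 produced over 48 hr by a-CD3 bead-stimulated primary human leukocytes exposed to compounds was detected with a homogeneous time-resolved FRET immunoassay, 665nm acceptor signal after 320nm excitation.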
A-T KAP1 phos = candidate therapy for ataxia-telangiectasia | […] A-T fibroblasts, KAP-1 phosphorylation AlphaLISA; neocarzinostatin DNA damage 30 min before lysis | Potency, µM (titrated, usually from 57.5 µM), without a hit: at the highest dose activation, usual class: activators | 320,000 compounds, 0.19% hits; also: potency is read from the fitted curve at half-maximal effect; % of control where 0% means no effect; nearly all actives have a fitted effect of over 45% in size
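hTERT-immortalized A-T patient fibroblasts ([…]), 500 cells/well in OPTI-MEM, 1% FBS, got compounds for 60 min, then NCS for 30 min at 37C. Lysates were then assayed for phospho-KAP-1 by AlphaLISA (anti-pKAP1 donor, anti-KAP1 acceptor beads), 6 hr at 25C.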
S-ASM inh = blocks human secretory acid sphingomyelinase | P17405 | placental ASM, HMU-PC fluorogenic substrate, 60 min | Potency, µM (top dose mostly 57.5 µM), without a hit: at the highest dose activity change, negative = inhibition, actives largely listed as inhibitors | 340,000 compounds, 0.006% hits; also: potency is read from the fitted curve at half-maximal effect
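qHTS format. ASM enzyme prepared from human placenta hydrolyses the fluorogenic substrate HMU-PC0 (9 uM final) over 60 min at 37 °C after a 10 min compound preincubation.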
BCR signal inh = inhibitors of chronic active B-cell receptor signaling; AID 493014; ABC-DLBCL IkBa-CBG/CBR reporter, luminescence ratio, 4 h; 340,000 compounds, 0.05% hits; Potency, µM (series often up to 46.1 µM), without a hit: top-dose ratio change, negative = lower green/red ratio, usual class: inhibitors; active = well fitted inhibition curve with a large enough effect in the signal ratio, with a control signal flat, not every such curve was filed as active; inconclusive = small, poorly fitted or top-dose-only effect, or effect the other way, or a change in a side signal; the % refers to the signal ratio;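 also: potency is read from the fitted curve at half-maximal effect; plate controls were basal doxycycline-induced cells for no effect and cells given 10 µM MG132 for full effect; MG132 reads +100%, hits lower the ratio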
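Doxycycline induced both beetle luciferases in TMD8 lymphoma cells; IKK-driven degradation limits the IkappaBalpha-fused green signal, while red luminescence normalises for cell number and nonspecific effects. Compounds tested up to 46 uM, 4 hrs.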
Mito fusion yeast = inhibitors of mitochondrial division or activators of mitochondrial fusion; S. cerevisiae fusion-defective mutant growth rescue, CellTiterGlo 48 h; Potency, µM (highest dose often 46.1 µM), inactives show at the highest dose growth rescue (activation), most hits filed as activators; 320,000 compounds, 0.23% hits;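 also: potency is read from the fitted curve at half-maximal effect; % of control where 0% means no effect; nearly all actives have a fitted effect of over 45% in size; temperature-sensitive fusion mutants such as fzo1-1 at 37 °C on non-fermentable ethanol glycerol medium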
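Temperature-sensitive fusion-defective S. cerevisiae (e.g. fzo1-1, mgm1-5) were grown with compound in YPEG medium (3% ethanol, 3% glycerol) for 48 hours at 37C. Growth rescue was measured as viability by CellTiterGlo luminescence after 10 minutes at ambient.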
TSHR antag = blocks TSH signaling through the human TSH receptor | P16473 | TSHR-expressing cells, TSH-stimulated cAMP HTRF, 2 h; active compounds read low | activity change, negative = inhibition, % at 11.5 µM | 330,000 compounds, 0.2% hits | AID 504810;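 active = activity change below a set negative limit, meaning inhibition stronger than a set level, cut at about -70% in these data; inconclusive = activity change between two set negative limits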; also: % is scaled to controls: 0 for no effect and ±100 for the full control effect
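Inhibition of cAMP made by TSHR-expressing cells under TSH stimulation (4nM final, EC80; 2 h, 37 deg C) is quantified with a one-step lysis HTRF kit, anti-cAMP cryptate versus cAMP-d2.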
TSG101-PTAP inh = blocks PTAP/TSG101 interaction to inhibit HIV-1 budding. Q99816. Fluorescence polarization, FITC-PTAP peptide / Tsg101 binding. Potency, µM (doses to about 115 µM), for inactives: top-dose activity change, negative = inhibition, most hits filed as inhibitors. 340,000 tested, under 10 active; active = well fitted inhibition curve with a large enough effect in the main read-out, with a control signal flat, not every such curve was filed as active; inconclusive = small, poorly fitted or top-dose-only effect, or effect the other way, or a change in a side signal; inactive = no such curve, though single readings can be large or run the other way; also: potency is read from the fitted curve at half-maximal effect; % of control where 0% means no effect
Target sequence (Q99816 whole entry, looked up): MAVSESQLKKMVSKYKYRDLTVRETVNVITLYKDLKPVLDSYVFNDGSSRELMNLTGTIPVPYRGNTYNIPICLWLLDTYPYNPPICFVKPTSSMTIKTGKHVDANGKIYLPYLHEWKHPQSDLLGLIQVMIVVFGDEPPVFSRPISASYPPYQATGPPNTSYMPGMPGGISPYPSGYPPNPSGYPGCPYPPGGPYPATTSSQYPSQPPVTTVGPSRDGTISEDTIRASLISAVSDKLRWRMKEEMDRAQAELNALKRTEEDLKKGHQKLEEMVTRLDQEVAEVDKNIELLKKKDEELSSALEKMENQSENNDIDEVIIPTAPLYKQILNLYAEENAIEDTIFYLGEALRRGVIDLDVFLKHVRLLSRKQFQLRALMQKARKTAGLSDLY
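Tsg101 binding domain (10 uM final) was mixed with compound and a FITC-labeled PTAP peptide (50 nM final) in HEPES pH 7.5 buffer with NaCl, Tween 20, EDTA and TCEP; fluorescence polarization was read after 20 min at r.t.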
Integrin act MD = integrin-mediated muscular dystrophy alleviation activation. Potency, µM (top dose mostly 38.3 µM), for the others: top-dose activation, actives largely listed as activators. AID 624291. alpha7betagal myoblasts, beta-gal FDG fluorescence, 48 h. 350,000 compounds, 0.064% hits;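 also: potency is read from the fitted curve at half-maximal effect; 100% = response of the positive control SU9516; nearly all actives have a fitted effect of over 60% in size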
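alpha7betagal+/- myoblasts (passage 13, 250/well) treated 48 h at 37C with compounds at 1:260 dilution of DMSO stock. Lysed, then beta-galactosidase activity read as FDG fluorescence (ex 480/em 540) after 30 min, with pre-read for autofluorescence.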
Tb PFK inh = blocks T. brucei phosphofructokinase | T. brucei PFK, ADP-Glo luminescence | O15648 | Potency, µM (series often up to 57.5 µM), without a hit: top-dose activity, negative = inhibition, usual class: inhibitors | 330,000 compounds, 0.17% hits;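 also: potency is read from the fitted curve at half-maximal effect; 0% = uninhibited 1x PFK enzyme wells and -100% = no-enzyme wells; nearly all actives have a fitted effect of over 60% in size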
Target sequence (O15648 whole entry, looked up): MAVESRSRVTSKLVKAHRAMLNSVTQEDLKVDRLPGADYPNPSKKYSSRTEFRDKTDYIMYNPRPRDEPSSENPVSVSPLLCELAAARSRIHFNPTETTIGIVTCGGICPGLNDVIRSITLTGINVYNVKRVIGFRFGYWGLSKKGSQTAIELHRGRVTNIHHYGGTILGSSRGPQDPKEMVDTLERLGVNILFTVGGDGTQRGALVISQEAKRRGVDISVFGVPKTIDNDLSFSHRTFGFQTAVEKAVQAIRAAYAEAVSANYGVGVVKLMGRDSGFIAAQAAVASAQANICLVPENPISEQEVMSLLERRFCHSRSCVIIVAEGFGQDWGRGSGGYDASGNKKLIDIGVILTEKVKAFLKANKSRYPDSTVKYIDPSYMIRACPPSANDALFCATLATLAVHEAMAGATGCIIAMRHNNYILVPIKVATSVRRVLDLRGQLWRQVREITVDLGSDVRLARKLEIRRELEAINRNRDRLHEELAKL
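Activity is normalized to no-enzyme wells (full inhibition) and 1.25 nM enzyme wells (no inhibition). Reaction: 0.5 mM F6P, 0.1 mM ATP, 45 min RT, ADP-Glo luminescence; concentration-response curves fitted and classed by quality.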
The depositor's hits bear a star; ? = inconclusive; . = no result given; [ ] = another dose, or the depositor's remark. Unless noted, calls follow the shape of the dose curve; as a rule, active = well fitted curve in the direction sought with a large enough effect; inconclusive = small, poorly fitted or top-dose-only effect, or another doubt; inactive = no such curve, though single readings can be large; an effect the other way counts as inactive or inconclusive.

SMILES | Eya2 inh | ELG1 repair inh | TCR act | A-T KAP1 phos | S-ASM inh | BCR signal inh | Mito fusion yeast | TSHR antag | TSG101-PTAP inh | Integrin act MD | Tb PFK inh
Cc1ccc(S(=O)(=O)N2CCC(=O)N(C(COCc3ccccc3)Cc3ccccc3)CC2)cc1 (configuration not stated) | -1% | -21% | 7% | -11% | 0% | ? | 25% | 6 | -9% | 4% | 0%
CCOC(=O)CNC(c1ccccc1)c1cc(Br)ccc1NC(=O)OCC (configuration not stated) | -7% | -20% | 4% | 3% | -8% | ? | 5% | -1 | -5% | -20% | 1%
O=C(Oc1ccccc1Cl)c1ccc2c(=O)n3c(nc2c1)CCC3 | 13% | 11% | 1% | 13% | . | 5% | 15% | -5 | 1% | 12% | 0%
CC1CCc2nn(CC(=O)NCCC3=CCCCC3)cc2C1 (configuration not stated) | 3% | ? | 3% | 18% | -2% | 11% | -9% | -13 | 1% | 21% | -1%
COCCN1CCN(Cc2cn(C)nc2-c2ccc(Oc3ccccc3)cc2)CC1 | 14% | 2% | 3% | 7% | 0% | ? | 0% | -6 | -1% | -26% | 2%
Cc1nn(-c2ccccc2)c(OC(=O)c2cccs2)c1S(=O)(=O)c1ccccc1 | 13% | 1% | 5% | -1% | 3% | 2% | 1% | 5 | -4% | 14% | 8%
CC(C)CC(=O)N=C1SC2CS(=O)(=O)CC2N1Cc1ccccc1 (configuration not stated) | 2% | 13% | 0%[46.1 µM] | -8% | -2% | -3% | 1% | 2 | -1% | -7% | 0%
CCOC(=O)c1c(NC(=O)c2ccc(S(=O)(=O)N3CCOCC3)cc2)sc2c1CCN(C(C)C)C2 | 2% | 12% | -7% | -5% | -1% | -8% | 0% | 1 | -3% | 17% | 2%
Cc1ccc(CN(C)C(=O)c2ccccc2Oc2ccccc2)o1 | -15% | -2% | 2% | 6% | 4% | ? | -4% | 9 | -5% | -44% | -7%
COc1ccc(-c2cc(C3CC3)nc(N)c2C#N)cc1 | 5% | -8% | 2% | 8% | 1% | ? | 2% | 11 | -7% | 1% | 4%
COC(=O)c1ccc(N2CCC(c3cc(-c4ccc(OC)cc4)n[nH]3)CC2)c([N+](=O)[O-])c1 | 6% | ? | 2% | 7% | ? | -26% | 7% | -34 | -4% | -20% | ?
CCc1cc(C(=O)O)c(NC(=O)/C=C/c2ccc(OC)c(OC)c2)s1 | 5% | 6% | -4% | -2% | 1% | 6% | -2% | -15 | -2% | 7% | 2%
CCOc1ccc2nc(NS(=O)(=O)c3ccc(NC(C)=O)cc3)sc2c1 | -4% | 0% | -3% | 1% | -1% | ? | 2% | 21 | 1% | 4% | -1%
Cn1c(=O)cc(OCCCC(=O)NCc2ccco2)c2ccccc21 | 5% | ? | -4% | 8% | -4% | -5% | -3% | 1 | -5% | 23% | ?
Cc1cc(C(=O)COC(=O)c2n[nH]c3ccccc23)c(C)n1C | -18% | ? | -3% | 2% | -3% | ? | 2% | -1 | -6% | ? | 2%
Cc1noc(C)c1C(=O)Nc1ccc(Cl)cc1C(F)(F)F | -6% | ? | -2% | . | -2% | ? | -7% | 8 | -6% | -22% | 0%
CCOc1ccccc1C(=O)Nc1cc(C)ccc1NC(=O)c1ccco1 | -9% | -19% | -2% | -1% | 0% | ? | 4% | 1 | 0% | -31% | 2%
O=c1c2ccccc2ncn1-c1ccc([N+](=O)[O-])cc1[N+](=O)[O-] | 3% | 15µM* | -1% | -5% | 2% | ? | -23% | -12 | 3% | -27% | 2%
CCOC(=O)CSc1ccc(S(=O)(=O)N(C)C2CCCCC2)cc1[N+](=O)[O-] | 0% | 3% | -1% | 0% | -3% | -2% | 7% | -1 | -5% | 6% | 1%
Nc1nncn1C(=O)CCCN1C(=O)c2ccccc2C1=O | 20% | 7% | 1% | -1% | -2% | ? | -3% | 14 | -6% | 39% | -7%
CCc1ccc(OCCOCC(O)CNC2CCCC2)cc1 (configuration not stated) | 0% | 4% | 3% | -4% | -2% | -6% | -4% | -4 | -2% | -50%[inhibitor] | 8%
c1ccc(-c2nc(NCC3CCCO3)c3oc4ccccc4c3n2)cc1 (configuration not stated) | 0% | 16µM* | 3% | . | -16% | ? | ? | 50 | -2% | -18% | 0%
Cc1ccccc1CS(=O)(=O)c1nnc([C@H](Cc2ccccc2)NC(=O)OC(C)(C)C)o1 | -3% | ? | . | . | 0% | ? | -14% | ? | -4% | -59%[inhibitor] | -5%
Cc1cccc(N2C(=S)N=C(Nc3c(C)cccc3C)C23CCOC(C)(C)C3)c1 (configuration not stated) | -9% | -3% | 12% | . | -4% | 2% | -3% | 7 | -2% | 21% | -1%
O=C(COC(=O)/C=C/c1ccccc1[N+](=O)[O-])NNC(=O)c1ccc(F)cc1 | 17% | ? | 0% | 0% | 2% | -3% | -2% | 10 | -3% | -12% | ?
SMILES | Eya2 inh | ELG1 repair inh | TCR act | A-T KAP1 phos | S-ASM inh | BCR signal inh | Mito fusion yeast | TSHR antag | TSG101-PTAP inh | Integrin act MD | Tb PFK inh
Cc1cc(O)c(C=O)c2c1C(=O)Oc1c(CO)c(O)c3c(c1O2)C(O)OC3=O (configuration not stated) | -7% | -12% | 1% | -2% | -1% | 17% | -7% | -47 | -11% | 17% | 24µM*
CC(=O)c1nn(-c2ccc(Br)cc2)cc1C(=O)c1ccccc1 | 6% | -15% | 0%[46.1 µM] | -10% | -1% | -1% | 2% | 2 | 0% | -18% | -1%
COc1ccc(NC(=O)CSc2nnc(-c3cccs3)n2Cc2ccco2)cc1OC | -7% | 21µM* | 4% | 10% | 2% | ? | 0% | 1 | -6% | -21% | 2%
COc1ccc(-c2oc3ccccc3c2C(=O)OCc2ccccc2OC)cc1 | -2% | 0% | 3% | 19% | 31%[activator] | 15% | 5% | -4 | -1% | 3% | 1%
CCc1ccc(N(C(=O)c2csnn2)C(C(=O)NC(C)(C)CC)c2ccccn2)cc1 (configuration not stated) | 4% | -2% | -8% | 0% | -1% | 0% | -1% | -10 | -5% | 4% | -2%
CCSc1nc(N2CCOCC2)c2c(c1C#N)CC(C)(C)N(C)C2 | 10% | 0% | -4% | -1% | 1% | -11% | -1% | 0 | -3% | 0% | -1%
COc1ccc([N+](=O)[O-])cc1NS(=O)(=O)Cc1ccccc1 | 4% | -4% | -1% | 4% | -3% | 1% | 3% | -3 | -4% | -2% | 0%
Cc1ccccc1Nc1nnc(SCc2cc([N+](=O)[O-])cc3c2OCOC3)s1 | -7% | ? | 2% | 1% | -9% | ? | 20% | 4 | -1% | -15% | -4%
CC(C)(Cc1ccccc1)NC(=O)C(=O)c1cn(CC(=O)N2CCOCC2)c2ccccc12 | -1% | -12% | 0% | 26% | -4% | 4% | 5% | 26 | . | 8% | 0%
COc1ccccc1C(=O)N1CC2(C)CC1CC(C)(C)C2 (configuration not stated) | 1% | -15% | 2%[46.1 µM] | 2% | -1% | 9% | 5% | -11 | 1% | -11% | -1%
Cn1c(Cn2c(=O)sc3ccccc32)nnc1SCc1ccccn1 | 6% | 6% | -4% | 1% | 0% | 3% | 4% | -3 | -3% | -16%[7.66 µM] | -3%
Cc1cccc(C(=O)NC2CCN(C(=O)Nc3ccc(F)cc3)CC2)c1 | 3% | -1% | -1% | 1% | -3% | -4% | 3% | 0 | -7% | -1% | 2%
Cc1cc(=O)oc2cc(OCC3CC(c4ccc(Cl)cc4)=NO3)ccc12 (configuration not stated) | -6% | ? | 1% | 13% | 21% | ? | 1% | 3 | -8% | 0% | 3%
Fc1ccc(N=Cc2ccc[nH]2)cc1 | 7% | 17% | -5% | 4% | 19% | -18% | 3% | 6 | -2% | 3% | -4%

Bioassay records: PubChem BioAssay, National Center for Advancing Translational Sciences (NCATS)
